Screens as filed in PubChem.
MPTP inh: inhibitors of mitochondrial permeability transition pore; isolated mouse mitochondria, Ca2+ swelling absorbance, 30 min; inhibition, % at 10 µM; 1.4% of 360,000 active; AID 602449;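 active = inhibition of 50% or more, scaled per plate between neutral and stimulator controls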;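 note: 0% = DMSO wells given calcium and 100% = 1 mM EGTA wells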
Active calls of the source: *.

MPTP inh	structure
-2.7	O=C(CC[C@H]1O[C@@H](n2cnc3c(NC(=O)c4ccccc4)ncnc32)[C@H](O)[C@@H]1O)NCCCN1CCCC1=O
1.7	COc1cccc(-c2cnc(C(O)c3ccc(-c4ccccc4)cc3)[nH]2)c1 (stereo unspecified)
5.3	COc1ccc(C(NC(=O)C2CCN(CCOc3ccc(Cl)cc3Cl)CC2)c2ccccc2C)cn1 (stereo unspecified)
-0.8	CCOC(=O)C1CCCN(C(=O)c2cccc(OC(F)(F)F)c2)CC1 (stereo unspecified)
0.8	CN1CCN(c2ccc3c(c2)OC[C@H](Cc2ccccc2)NS3(=O)=O)CC1
-0.1	CCOC1=C2CN(S(=O)(=O)c3ccc(C)cc3)[C@H](c3ccccc3)C[C@@H]2N(S(=O)(=O)c2ccc(C)cc2)[C@H](c2ccccc2)C1
0.4	Cn1nc(C(C)(C)C)cc1C(=O)N1CCCCC1c1cc(C(=O)NCc2ccccc2)no1 (stereo unspecified)
0.2	Cc1ccc(NC(=O)[C@@H]2O[C@H](CO)[C@H](O)[C@H](O)[C@H]2O)cc1C(F)(F)F
2.1	COc1cccc(C(O)c2nc(-c3ccc(F)c(Cl)c3)cs2)c1 (stereo unspecified)
-0.1	CC(C)(C)c1ccc(CC(=O)N2CCC2(C)C(=O)Nc2ccc(F)cc2F)cc1 (stereo unspecified)
-0.5	COc1ccc([C@H]2C[C@@H](O)[C@H](n3cc(COC(=O)c4ccccc4)nn3)CN2CC2CCCCC2)cc1
0.7	COc1ccc(C=C2Cc3ccccc3C2=O)cc1
0.2	N#Cc1ccc(-c2nc3c4ccccc4ccn3c2Cc2ccsc2)cc1
0.1	CCC(c1nnnn1-c1ccc2c(c1)OCCO2)N1CCN(c2ccccn2)CC1 (stereo unspecified)
0.2	FC(F)(F)c1cccc(N2CCCCC2)c1

A second format for part of the listing above:
mol | MPTP inh
CCC(c1nnnn1-c1ccc2c(c1)OCCO2)N1CCN(c2ccccn2)CC1 (stereo unspecified) | 0.1
Cn1nc(C(C)(C)C)cc1C(=O)N1CCCCC1c1cc(C(=O)NCc2ccccc2)no1 (stereo unspecified) | 0.4
CC(C)(C)c1ccc(CC(=O)N2CCC2(C)C(=O)Nc2ccc(F)cc2F)cc1 (stereo unspecified) | -0.1
COc1ccc(C(NC(=O)C2CCN(CCOc3ccc(Cl)cc3Cl)CC2)c2ccccc2C)cn1 (stereo unspecified) | 5.3
CCOC(=O)C1CCCN(C(=O)c2cccc(OC(F)(F)F)c2)CC1 (stereo unspecified) | -0.8
COc1cccc(-c2cnc(C(O)c3ccc(-c4ccccc4)cc3)[nH]2)c1 (stereo unspecified) | 1.7

Next part.
MPTP inh	structure
0.1	C[C@@H]1CN([C@H](C)CO)C(=O)c2c(c3ccccc3n2C)-c2ccccc2CO[C@H]1CN(C)C(=O)NC1CCCCC1
-0.8	CC1(C(=O)NCCC#N)CCN1C(=O)CC(c1ccccc1)c1ccccc1 (stereo unspecified)
0.8	CCNC(=O)C1CCCN(C(=O)c2ccc(F)c(Cl)c2)CC1 (stereo unspecified)
1.2	Cc1cccc(-c2nnc(C(C)Nc3cccc(C(=O)NC4CC4)c3)o2)c1 (stereo unspecified)
-1.1	O=C(NCc1ccccc1)c1cc(C2CCCCN2C(=O)c2ccc3c(c2)CCO3)on1 (stereo unspecified)
0.8	CCCCCCCCN1C(=O)[C@H](CC(=O)NCCc2ccccc2OC)C[C@@]2(C(=O)OCC)CCCC=C12
2.4	CSc1ccc(CN2C(=O)C(C)Oc3c(C(C)=O)cccc32)cc1 (stereo unspecified)
-0.2	Cn1cccc([N+](=O)[O-])c1=O
-1.6	COCCNC(=O)C1(C)CCCN(C(=O)c2ccc(N(C)C)cc2)C1 (stereo unspecified)
1.6	CC(C)Oc1cc(F)ccc1-c1cc(C(=O)Nc2ccc(C(C)C)cc2)[nH]n1
-1.9	CN1C(=O)c2ccccc2Cc2c(NCc3ccccc3)ncnc21
1.4	C=Cc1ccc(Cn2c(C)c(C(=O)NCc3cccc([N+](=O)[O-])c3)sc2=O)cc1
-1.8	CCc1ccc2c(c1)NC(=O)C2(C)Cc1ccccc1C#N (stereo unspecified)
-1.2	CC[C@@H](NCCCn1ccc(NC(=O)OCc2ccccc2)nc1=O)c1ccccc1
-0.3	O=C(COC(=O)c1cc(S(=O)(=O)N2CCOCC2)ccc1Cl)c1ccc[nH]1

An excerpt from above in order of number of heavy atoms, low to high.
MPTP inh	structure
-0.2	Cn1cccc([N+](=O)[O-])c1=O
-1.6	COCCNC(=O)C1(C)CCCN(C(=O)c2ccc(N(C)C)cc2)C1 (stereo unspecified)
-0.3	O=C(COC(=O)c1cc(S(=O)(=O)N2CCOCC2)ccc1Cl)c1ccc[nH]1
1.4	C=Cc1ccc(Cn2c(C)c(C(=O)NCc3cccc([N+](=O)[O-])c3)sc2=O)cc1

The listing continues:
MPTP inh	structure
-0.7	Cc1ccc(C)c(NC(=O)C2(C)CCN2C(=O)C(C)C)c1 (stereo unspecified)
-1.5	Cc1ccc([C@H]2N[C@]3(CCCN(Cc4ccc(Br)cc4)C3=O)[C@H]3C(=O)N(C)C(=O)[C@@H]23)cc1
-1.7	O=C(NCCN1CCC(n2c(=O)[nH]c3ccccc32)CC1)c1cccnc1
1.5	CC1(C(=O)NC2CCN(Cc3ccccc3)CC2)CCN1Cc1cc2ccccc2o1 (stereo unspecified)
-0.9	CCC(=O)N1CCCC1(C)C(=O)Nc1ccc2c(c1)CCN2C(C)=O (stereo unspecified)
-1.5	CCCCNc1c(CCc2ccccc2)nc2nc(C)cc(C)n12
0.4	COc1cccc(N(CC(=O)N2CCN(Cc3ccccc3)CC2)S(C)(=O)=O)c1
0.8	Cc1c(C(=O)c2ccc(F)cc2F)c2ccccn2c1CCc1ccccn1
1.6	COc1ccc(Cl)cc1-c1cc(C(=O)Nc2ccccc2)[nH]n1
-0.2	O=C(Nc1ccc(F)cc1)C(c1ccncc1)N1CCN(c2cccc(C(F)(F)F)n2)CC1 (stereo unspecified)
-0.5	CC(C)n1nnnc1C1c2ccccc2C(=O)N1Cc1ccc(F)cc1 (stereo unspecified)
1.6	COc1ccc(Cc2c(-c3cccc(Br)c3)nc3c(C)cc(Br)cn23)c(C)c1
-1.3	CCCS(=O)(=O)NC(=O)C1(C)CCN(C(=O)c2ccc3c(c2)OCO3)C1 (stereo unspecified)
-1.2	Cc1ccn2c(=S)[nH]nc2c1
-0.2	Cc1ccc(Cn2cc(CN3CC(N4CCN(C)CC4)CS3(=O)=O)nn2)cc1 (stereo unspecified)
0.0	C[C@H]1CN([C@@H](C)CO)C(=O)CCCn2nncc2CO[C@H]1CN(C)S(=O)(=O)c1ccc(F)cc1
1.1	CCNC(=O)C1(C)CCCN1C(=O)c1cnc2ccccc2n1 (stereo unspecified)
0.0	CSc1ccc(Cn2c(C)c(C(=O)NCc3cccc(C(F)(F)F)c3)sc2=O)cc1
-1.4	Clc1ccc2nc(-c3ccccc3)c(Cc3ccsc3)n2c1
-2.2	Cc1[nH]c(=O)sc1C(=O)NCc1ccc([N+](=O)[O-])cc1
0.2	Cc1ccccc1NC(=O)C(C)OC(=O)CCC(=O)c1ccccc1 (stereo unspecified)
-2.1	OC[C@@H]1CN(Cc2cccc3ccccc23)C[C@H](n2cnc3c(NCc4ccco4)ncnc32)O1
0.9	O=C(NCc1ccc(F)cc1)c1cc(C2CCCCN2S(=O)(=O)c2cccc3cccnc23)on1 (stereo unspecified)
1.9	CCCOc1ccc(F)cc1-c1cc(C(=O)Nc2ccc(OC)nc2)[nH]n1
0.4	COc1ccccc1S(=O)(=O)N(C)C[C@H]1Oc2ncc(Br)cc2C(=O)N([C@H](C)CO)C[C@H]1C
2.2	CC(c1nc2ccccc2[nH]1)n1c(-c2ccncc2)nc2ccccc21 (stereo unspecified)
-3.2	O=C(COC(=O)c1ccc(F)c(S(=O)(=O)N2CCOCC2)c1)Nc1ccc(Cl)cn1
0.4	CCOc1cc(N2CCOCC2)c(OCC)cc1NS(=O)(=O)c1ccc2c(c1)CC(=O)N2
0.6	CCOCCC(=O)Nc1ccc2c(c1)c(=O)n(C)n2-c1ccccc1F
-0.3	O=C(Nc1ccccc1Cl)c1cc(C2CCCN(C(=O)c3ccc4c(c3)CCO4)C2)on1 (stereo unspecified)
1.7	CCCCC[C@@H](C)N1C[C@@H](COCc2ccccc2)Oc2cc(N3CCC[C@@H]3CO)ccc2S1(=O)=O
-2.4	O=C(CCNC(=O)N1CC(=O)Nc2ccccc21)NCc1ccccc1Cl
-2.8	Cc1ccc(Cn2cc(CN3CC(N4CCN(C5CCN(C)CC5)CC4)CS3(=O)=O)nn2)cc1 (stereo unspecified)
-1.7	COc1ncnc2c1ncn2CCCNC1CCN(Cc2ccccc2)CC1
0.5	COC[C@@H]1CCCN1[C@@H]1CS(=O)(=O)N[C@H]1COCc1ccccc1
0.5	COc1cccc(CNc2nc3cc(-c4ccccc4C)sc3c(=O)n2C)c1OC
-0.1	CC1(C(=O)NS(=O)(=O)c2ccccc2C(F)(F)F)CCN1C(=O)CCc1ccccc1 (stereo unspecified)
-0.2	COc1ccccc1-c1cnc(C(O)c2ccc(Cl)c(F)c2)[nH]1 (stereo unspecified)
-1.1	C[C@H](O)[C@@H]1CN2CCc3c([nH]c4ccccc34)[C@@H]2C[C@@H]1N(C)C(=O)Nc1cc(Cl)cc(Cl)c1
-2.3	CN1CCN(C2CN(Cc3cn(Cc4ccccc4)nn3)S(=O)(=O)C2)CC1 (stereo unspecified)
6.4	NNc1ccc([N+](=O)[O-])c2[nH][nH]c(=O)c12
1.0	COc1cc(N)c2ncccc2c1SC
0.2	COCCN(CCOC)Cc1cc(=O)oc2cc(C)c(C)cc12
-0.6	Cn1cc(-c2csc(C(O)c3ccccc3)n2)cn1 (stereo unspecified)
0.5	COc1ccc(-c2csc(C(C)(O)c3ccccc3)n2)cc1OC (stereo unspecified)
-0.3	COc1ccccc1Cc1c(-c2cccc(Cl)c2)nc2ccc(Cl)cn12
-0.4	O=C(Oc1ccc[nH]c1=O)c1ccccc1
2.0	COc1ccc(Br)c(Cn2c(C)c(C(=O)NCc3ccccc3C(F)(F)F)sc2=O)c1
-2.0	CCCCC(=O)N(C)c1c(CC)nc2c(OCc3ccc(C#N)cc3)cccn12
-0.8	CCOc1ccc(Oc2ccc(NS(=O)(=O)c3ccc(CCC(=O)O)cc3)cc2)cc1
-0.4	CNS(=O)(=O)c1ccc(CNC[C@H]2O[C@@H](n3cnc4c(=O)[nH]c(N)nc43)[C@H](O)[C@@H]2O)cc1
1.5	CCCCC(c1nc2ccccc2[nH]1)n1c(-c2ccccc2)nc2ccccc21 (stereo unspecified)
1.7	Cc1c(-c2ccccc2)n(O)[n+]([O-])c1-c1ccccc1
-1.1	CCOC(=O)C1(C)CCN1C(=O)c1cccc(C(F)(F)F)c1 (stereo unspecified)
1.5	COc1ccccc1Cc1c(-c2ccc(Cl)cc2)nc2ccc(Br)cn12
-0.7	Cc1cccc(C)c1Nc1n[nH]c(=S)s1
-1.6	CCCCCNC(=O)C(C1CC1)n1c(=O)c(-c2ccco2)nc2ccccc21 (stereo unspecified)
0.5	O=C([C@H]1O[C@@H](n2ccc(=O)[nH]c2=O)[C@H](O)[C@@H]1O)N1CCC(F)(F)CC1
-1.4	CC1=CC2=C(C=O)C(=O)C(C)(O)C(O)C2=CO1 (stereo unspecified)
-0.4	Cc1ccc(N2CCN(C(=O)C(=O)c3cccc(Br)c3)CC2)cc1

Remaining list, next part.
MPTP inh	structure
0.5	O=C(NCc1ccc(C(F)(F)F)cc1)c1ccc(-c2cccnc2)c2ccoc12
-1.0	C[C@@H]1CN([C@H](C)CO)C(=O)c2cc(Br)cnc2O[C@@H]1CN(C)C(=O)c1ccccc1
-0.4	O=C(Cn1cnc([N+](=O)[O-])c1)Nc1ccc(Cl)cc1Cl
0.4	CC(=O)Nc1ccc(NC(=O)C2Cc3c(-c4ccc(Cl)cc4)ccnc3O2)cc1 (stereo unspecified)
-0.9	Cc1ccc(-c2ccc(CN3C(C)C(=O)N(Cc4cn(CCC5OCCCO5)nn4)CCS3(=O)=O)cc2)cc1 (stereo unspecified)
0.1	COc1ccc(CNC(=O)c2sc(=O)n(Cc3ccccc3C)c2C)cc1
-1.7	C[C@H]1CN([C@@H](C)CO)C(=O)CCCn2nncc2CO[C@H]1CN(C)C(=O)c1cc(-c2ccccc2)on1
1.2	Cc1nn(CC(=O)NC2CCCCC2)c(C)c1[N+](=O)[O-]
0.1	CN(C)C(=O)N1CCc2ccc([N+](=O)[O-])cc21
0.1	C[C@H](CO)NC(=O)c1nc[nH]c1C(=O)N[C@@H](C)c1ccccc1
-1.6	O=C(NNC(=O)c1cccs1)c1ccccn1
-0.3	COc1cc(CNc2ncnc3c2ncn3[C@H]2CN(Cc3cccs3)C[C@@H](CO)O2)cc(OC)c1OC
3.0	CCCCn1nnnc1C(c1cc2ccccc2o1)N1CCN(C/C=C/c2ccccc2)CC1 (stereo unspecified)
-0.8	CC1(C(=O)NCCC#N)CCN1C(=O)Cc1ccc(-c2ccccc2)cc1 (stereo unspecified)
-1.3	O=C(OCc1cn([C@H]2C[C@H](c3ccccc3)N(C(=O)c3cccs3)C[C@@H]2O)nn1)c1ccccc1

Exported as comma-separated lines: part of the list above
smiles,MPTP inh
O=C(NNC(=O)c1cccs1)c1ccccn1,-1.6
C[C@H](CO)NC(=O)c1nc[nH]c1C(=O)N[C@@H](C)c1ccccc1,0.1

Continuation:
MPTP inh	structure
8.3	CCOC(=O)C[C@@H]1OC[C@H](C(C)C)N1S(=O)(=O)c1ccc(C)cc1
-0.2	C[C@H](O)[C@@H]1C(=O)N2CCc3ccc(-c4ccccc4)cc3[C@@H]2C[C@@H]1N(C)C(=O)c1cccnc1
0.3	COc1ccc(-n2c(=O)c3c4c(sc3n(CC(=O)NCC3CCCO3)c2=O)CN(C(C)=O)CC4)cc1OC (stereo unspecified)
-0.3	COC(=O)C1=CN(c2ccc(OC)cc2OC)C(N)=C(C#N)C1c1ccccc1F (stereo unspecified)
-0.7	O=C(CNC(=O)c1cccc(-n2cccc2)c1)Nc1ccccc1Br
-0.3	CC1(c2nnnn2Cc2ccccc2)CCC(=O)N1CCc1ccccc1F (stereo unspecified)

These rows are one share of the data, so the mix of outcomes need not match the whole.
